Screens as filed in PubChem BioAssay.
DAX1 inh-1: DAX1 (NR0B1) inhibition, primary screen. 370,000 compounds, 1.1% hits. HEK293T StAR-luciferase reporter, SF-1/DAX-1 repression relief. inhibition, % at 6.8 µM. AID 652010;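 active means inhibition above the mean over all tested compounds plus 3 SD, cut at about 3.6% in these data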;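 further: 0% = DAX-1 cells with DMSO and 100% = cells lacking DAX-1 with DMSO; higher inhibition means more luminescence from relief of DAX-1 repression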
ADAM17 inh: ADAM17 inhibition, QFRET primary screen | P78536 | recombinant ADAM17, EDANS/DABCYL FRET peptide cleavage | inhibition, % at 6.95 µM | 370,000 compounds, 0.83% hits | AID 720648;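 active means inhibition above the mean of compounds lying between control limits plus 3 SD, set per campaign, cut at about 8.5% in these data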;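 further: 0% = DMSO-only wells as the low control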
FXN GAA850 act: frataxin GAA850 promoter activation | AID 540364 | activation, % at 6 µM | 360,000 compounds, 0.56% hits | HEK293 lucGAA850 FXN promoter luciferase reporter, 24 h; percent of 10 µM SAHA response;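 active means activation above the average of all compounds screened plus 3 SD, cutoff fixed separately per campaign, cut at about 7.5% in these data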;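 further: 0% = DMSO wells and 100% = 10 µM SAHA wells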
SMARCA2 activ: activators of SMARCA2 function; MG213 cells, MMTV-luciferase reporter, dexamethasone, overnight; activation, % at 9.1 µM; 370,000 compounds, 1% hits; AID 652017; in the data active means activation above about 7.8%;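 further: 0% = vehicle wells and 100% = reference activator wells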
hgDAF-12 ag: hgDAF-12 agonism, primary luciferase screen | HEK293 GAL4-hgDAF12 UAS-luciferase reporter, agonist luminescence; normalized to butyrate control | activation, % at 6.8 µM | 370,000 compounds, 1.8% hits | AID 687014;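 active means activation above a cutoff set at the mean of all screened compounds plus 3 SD, cut at about 10% in these data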;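 further: 0% = DMSO wells and 100% = sodium butyrate wells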
DAX1 inh-2: NR0B1 (DAX1) inhibition. HEK293 Gal4-DAX1 luciferase reporter, luminescence. inhibition, % at 6.75 µM. 340,000 compounds, 0.99% hits. AID 504766;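 active means inhibition above the mean over all tested compounds plus 3 SD, cut at about 4.2% in these data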;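 further: 0% = DAX1-transfected cells with DMSO and 100% = empty-vector control cells with DMSO; inhibition shows as a rise in luminescence from relieved DAX1 repression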
GC-A act: GC-A (human) enzyme activation. activation, % at 10 µM. HEK293 GC-A cells, cGMP TR-FRET, EC30 ANP; 0% at EC30 ANP, 100% saturating ANP. 370,000 compounds, 0.14% hits. AID 1671463; in the data active means activation above about 40%
Target sequence (P16066 whole entry, looked up): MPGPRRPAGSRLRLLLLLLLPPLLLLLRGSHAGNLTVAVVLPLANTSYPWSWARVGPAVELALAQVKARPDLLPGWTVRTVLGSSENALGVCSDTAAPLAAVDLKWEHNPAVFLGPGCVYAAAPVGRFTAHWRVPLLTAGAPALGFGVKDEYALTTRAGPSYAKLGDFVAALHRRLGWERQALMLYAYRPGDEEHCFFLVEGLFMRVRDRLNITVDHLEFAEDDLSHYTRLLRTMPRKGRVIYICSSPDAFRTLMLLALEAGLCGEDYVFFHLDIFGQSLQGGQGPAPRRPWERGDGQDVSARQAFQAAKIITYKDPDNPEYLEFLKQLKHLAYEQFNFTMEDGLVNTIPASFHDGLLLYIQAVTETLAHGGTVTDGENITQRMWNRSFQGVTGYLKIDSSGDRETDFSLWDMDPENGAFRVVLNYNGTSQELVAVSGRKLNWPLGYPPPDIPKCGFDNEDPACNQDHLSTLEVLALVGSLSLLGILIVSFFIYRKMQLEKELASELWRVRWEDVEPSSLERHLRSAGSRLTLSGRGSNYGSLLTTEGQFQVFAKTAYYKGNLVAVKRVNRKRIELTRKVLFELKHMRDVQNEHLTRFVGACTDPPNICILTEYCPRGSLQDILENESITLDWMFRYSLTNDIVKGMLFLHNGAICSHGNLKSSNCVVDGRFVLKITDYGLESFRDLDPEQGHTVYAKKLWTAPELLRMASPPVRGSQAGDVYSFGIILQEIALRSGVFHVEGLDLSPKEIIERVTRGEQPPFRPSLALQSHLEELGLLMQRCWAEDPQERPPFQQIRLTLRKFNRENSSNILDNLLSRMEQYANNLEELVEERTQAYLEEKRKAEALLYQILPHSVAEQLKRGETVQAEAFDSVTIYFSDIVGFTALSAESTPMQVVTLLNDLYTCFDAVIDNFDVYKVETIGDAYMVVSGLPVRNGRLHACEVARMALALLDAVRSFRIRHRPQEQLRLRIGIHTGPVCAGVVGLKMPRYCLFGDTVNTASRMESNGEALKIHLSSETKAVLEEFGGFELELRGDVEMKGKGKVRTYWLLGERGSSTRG
PG9 Ab binder: binds the HIV-1 gp120 antibody PG9 | 360,000 compounds, 0.43% hits | TR-FRET gp120-PG9 antibody binding | inhibition, % at 6.7 µM; in the data active means inhibition above about 8.5%
ADAM10 inh: inhibitors of human ADAM10; O14672; recombinant ADAM10, EDANS/DABCYL FRET peptide cleavage, 3 h; inhibition, % at 7 µM; 370,000 compounds, 0.62% hits;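 active means inhibition above a per-campaign cutoff equal to the mean of compounds falling between control-based bounds plus 3 SD, cut at about 20% in these data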;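 further: 0% = DMSO wells while the 100% control is not disclosed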
ssDAF-12 act: activators of S. stercoralis DAF-12 nuclear receptor; HEK293 ssDAF-12/GRIP1 lit1-tk-luc reporter, luminescence; % of 3 µM dafachronic acid response; activation, % at 6.8 µM; 370,000 compounds, 1% hits; AID 652126;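 active means activation above the mean over all tested compounds plus 3 SD, cut at about 0.9% in these data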;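 further: 0% = DMSO-only wells and 100% = 3 µM delta7-dafachronic acid wells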
hcDAF-12 act: activates DAF-12 receptor from parasite H. contortus; HEK293 hcDAF-12 lit1-tk-luc reporter, luminescence; 0% DMSO, 100% Δ7-dafachronic acid; activation, % at 6.8 µM; 370,000 compounds, 1.4% hits; AID 652067;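 active means activation above the mean of all tested compounds plus 3 SD, cut at about 5.5% in these data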;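 further: 100% = response to 3 µM Δ7-dafachronic acid high control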
Active calls of the source: *.

SMILES | DAX1 inh-1 | ADAM17 inh | FXN GAA850 act | SMARCA2 activ | hgDAF-12 ag | DAX1 inh-2 | GC-A act | PG9 Ab binder | ADAM10 inh | ssDAF-12 act | hcDAF-12 act
N#Cc1ccc(C(=O)NCC(c2ccco2)N2CCCC2)cc1 (configuration not stated) | 0.6 | -4 | -1.5 | 2 | 2.1 | 0.0 | 2 | -1.4 | -1 | -0.3 | -0.2
Cc1csc(NC(=O)CSc2nc(C)nc3c2c(=O)n(C)c(=O)n3C)n1 | -0.1 | -2 | -1.3 | 2 | 3.7 | 0.5 | 28 | -1.1 | -12 | -0.5 | 3.1
Cc1ccccc1SCC(=O)OCC(=O)Nc1sccc1C(N)=O | 0.0 | 0 | 1.9 | -3 | 1.9 | -0.3 | 4 | -1.0 | 2 | -0.9 | -1.9
CC(C)CC(COCc1ccc([N+](=O)[O-])cc1)N1CCN(C(=O)c2ccc(C(F)(F)F)cc2)CCC1=O (configuration not stated) | -0.4 | 1 | -1.3 | 0 | -1.7 | 0.5 | -1 | 1.1 | 8 | -1.7 | -0.7
N#CC1=C(N)Oc2n[nH]c(-c3ccccc3)c2C1c1cccnc1 (configuration not stated) | -0.3 | -4 | -1.2 | 4 | -0.7 | 0.5 | -4 | 0.0 | 1 | -1.3 | 0.4
CC1(C)C(CC2OCC(CN3CCCCC3)O2)[C@H]2CC[C@@H]1C2 (some centres not stated) | 0.3 | -4 | 0.8 | -5 | 2.1 | 1.8 | 5 | -0.7 | 2 | -2.2 | 0.2
Cc1ccc(C(=O)NC(C(=O)OCc2cn3cc(Cl)ccc3n2)C(C)C)cc1 (configuration not stated) | 2.8 | -1 | 0.5 | 0 | -2.8 | 0.4 | 1 | -0.9 | -7 | -1.3 | -1.6
Cc1ccc(NC(=O)O/N=C/c2ccc(F)cc2)cc1 | 0.9 | -5 | 3.0 | 6 | 4.1 | -0.9 | 6 | -1.0 | -10 | -0.8 | 2.3
COCCCNCCOCCOc1ccc(Cl)cc1Br | 0.7 | -2 | 1.8 | -3 | 2.3 | 1.2 | -4 | -0.1 | -3 | -0.9 | 1.7
CC(C)(C)c1cc(NCc2ccccn2)n2ncc(-c3ccccc3)c2n1 | 1.1 | -43 | 4.2 | 2 | 2.5 | 3.4 | -7 | -1.0 | -92 | -1.6 | 2.8
Cc1ccc(C(=O)CCC(=O)NC2CCCC(C)C2C)cc1 (configuration not stated) | -0.7 | 2 | 1.4 | -3 | 1.3 | -0.5 | 0 | 0.1 | -12 | -1.2 | -1.2
COC(=O)c1[nH]c2c(c1C)C(=O)CC(c1ccc(OC)c(OC)c1)C2 (configuration not stated) | -0.9 | -2 | 0.6 | -2 | -5.0 | -1.3 | -1 | -1.7 | 8 | -1.4 | -1.2
O=C(CSc1nnc2ccccn12)Nc1ccccc1Cl | -0.6 | -5 | 0.8 | -3 | 0.8 | -1.3 | 0 | 2.2 | -23 | -0.7 | 0.2
CC(=O)Nc1ccc(S(=O)(=O)NCCSCc2ccc(Cl)cc2Cl)cc1 | -1.9 | 8 | 0.3 | -6 | -5.5 | -2.3 | 2 | -0.8 | 22* | -1.6 | -4.8
COc1ccc(CCNC(=O)Nc2cc(F)c(F)cc2Cl)cc1OC | -0.5 | -9 | -0.7 | -4 | -2.0 | 0.8 | 0 | -0.9 | -6 | -1.6 | -4.0

One compound at a time, from the list above:
CC1(C)C(CC2OCC(CN3CCCCC3)O2)[C@H]2CC[C@@H]1C2 (some centres not stated) as listed: DAX1 inh-1: 0.3; ADAM17 inh: -4; FXN GAA850 act: 0.8; SMARCA2 activ: -5; hgDAF-12 ag: 2.1; DAX1 inh-2: 1.8; GC-A act: 5; PG9 Ab binder: -0.7; ADAM10 inh: 2; ssDAF-12 act: -2.2; hcDAF-12 act: 0.2
N#Cc1ccc(C(=O)NCC(c2ccco2)N2CCCC2)cc1 (configuration not stated) as listed: DAX1 inh-1: 0.6; ADAM17 inh: -4; FXN GAA850 act: -1.5; SMARCA2 activ: 2; hgDAF-12 ag: 2.1; DAX1 inh-2: 0.0; GC-A act: 2; PG9 Ab binder: -1.4; ADAM10 inh: -1; ssDAF-12 act: -0.3; hcDAF-12 act: -0.2

(next part)
SMILES | DAX1 inh-1 | ADAM17 inh | FXN GAA850 act | SMARCA2 activ | hgDAF-12 ag | DAX1 inh-2 | GC-A act | PG9 Ab binder | ADAM10 inh | ssDAF-12 act | hcDAF-12 act
CC(Nc1ccc(Br)cc1)C(=O)N/N=C/c1ccccc1OCc1ccccc1 (configuration not stated) | 0.3 | -1 | -1.8 | 0 | -1.2 | -1.0 | -3 | 0.2 | 1 | -1.3 | 0.9
CCn1ncc(Br)c1C(=O)NC(C)c1ccccc1 (configuration not stated) | -0.6 | -2 | 1.2 | -1 | 1.8 | -0.7 | 2 | 0.5 | -8 | -1.1 | -0.9
COc1ccc(CCN(Cc2ccccn2)C(=S)Nc2cccc(C)c2)cc1OC | 0.2 | -9 | 1.7 | -4 | -0.6 | -0.2 | 0 | -0.1 | -10 | -1.4 | -1.6
COc1ccc(C)cc1S(=O)(=O)N1CCCC(N2CCN(c3ccccc3)CC2)C1 (configuration not stated) | -1.3 | -1 | 0.1 | -4 | -5.3 | -1.8 | 5 | 0.9 | 3 | -1.4 | -2.6
COc1ccc(CN2C(=O)CC(Cc3cc(C)cc(C)c3)C2=O)cc1OC (configuration not stated) | -0.4 | 0 | 1.3 | -1 | -2.0 | -1.4 | 0 | -0.1 | -2 | -0.3 | -2.8
O=C1c2ccccc2-c2ccccc2NC1O (configuration not stated) | 0.8 | 4 | -0.9 | -5 | -3.4 | 0.0 | 2 | -2.8 | -10 | -0.7 | 0.0
Cc1ccc2nc(SCC(=O)c3ccc(Cl)s3)[nH]c2c1 | -0.2 | -1 | 2.0 | 0 | 2.7 | 0.3 | -5 | 2.1 | 2 | -1.3 | 3.4
Cc1c(NC(=O)C(C)OC(=O)CNC(=O)c2ccccc2)c(=O)n(-c2ccccc2)n1C (configuration not stated) | 0.7 | -4 | -1.9 | 3 | -1.1 | 0.3 | 5 | -2.3 | -1 | 0.6 | -0.6
CC1CCC(C(C)C)C(OC(=O)COC(=O)c2ccc(=O)[nH]c2)C1 (configuration not stated) | -0.8 | -1 | 1.3 | 1 | -0.2 | -1.0 | 0 | 1.8 | 2 | -1.0 | -0.5
COC(=O)c1c(C)[nH]c(C(=O)COC(=O)CCNS(=O)(=O)c2cccc(C(F)(F)F)c2)c1C | 0.2 | 3 | 2.4 | 0 | 1.7 | 0.8 | -1 | -1.8 | 4 | -1.3 | -1.3
CC12CC3CC(C)(C1)CC(C(O)CN1CCOCC1)(C3)C2 (configuration not stated) | -0.5 | -1 | 0.8 | -2 | -2.9 | 0.3 | 2 | -1.1 | -6 | -2.2 | 2.3
Cc1cccc(N(CC(=O)NC2CCCC2)C(=O)CCC(=O)Nc2cc(C)on2)c1 | -0.1 | -1 | -1.1 | 1 | -1.5 | 0.4 | 1 | -2.4 | 8 | -1.2 | 0.8
Cc1cc(CNC(=O)c2ccc3oc(C(C)C)nc3c2)nn1C | 0.0 | -2 | 1.4 | -2 | -0.1 | 1.2 | 1 | -1.2 | 5 | -0.8 | 1.0
O=C(Cc1ccccc1)NC(NC(=S)Nc1cc(Cl)ccc1Cl)C(Cl)(Cl)Cl (configuration not stated) | -0.1 | 0 | -12 | -2 | 2.3 | -0.4 | 3 | -2.0 | 2 | -1.1 | -0.5
COC(=O)[C@H](CC(C)C)NCc1cccc(CN[C@@H](CC(C)C)C(=O)OC)c1 | -0.5 | 8.9* | -1.2 | 0 | -2.4 | -0.9 | 0 | -0.9 | 7 | -1.6 | -1.3
CC1(C)CC(=O)C2=C(C1)OC(N)=C(C#N)C2Cc1ccccc1 (configuration not stated) | 0.3 | 0 | 1.1 | 5 | -0.8 | -1.0 | -6 | -2.0 | 10 | -1.7 | -1.8
Cn1c(=O)c2ncn(CC(=O)NC3CCCCCC3)c2n(C)c1=O | -0.7 | 5 | -0.9 | -4 | -1.7 | -0.3 | -6 | -4.3 | 2 | -0.8 | -0.4
COc1cccc(N2C(=O)C3CCCN3C2c2ccc(N(C)C)cc2)c1 (configuration not stated) | 0.4 | 3 | -1.6 | 6 | -2.0 | 1.1 | -3 | 0.0 | 1 | -1.1 | 0.7
CCCNC(=O)c1c(N)n(-c2cccc(OC)c2)c2nc3ccccc3nc12 | -0.6 | -154 | -3.3 | 0 | -1.0 | 0.7 | 3 | -1.4 | -473 | -1.6 | -0.8
COC(=O)c1cc(C)ccc1OCc1ccc([N+](=O)[O-])cc1 | 0.0 | -1 | 2.9 | 1 | 0.6 | 1.6 | 4 | -2.7 | -5 | -0.5 | -1.4
Cc1ccc(SCc2nc(N)nc(Nc3ccccc3C)n2)cc1C | 0.1 | 9.2* | 3.9 | 0 | 2.5 | 1.9 | -4 | -2.1 | 17 | 0.8 | 0.2
CCOC(=S)N/C(=N\S(=O)(=O)c1ccccc1)c1ccccc1 | 0.5 | -6 | -1.9 | 0 | -0.1 | -0.2 | 4 | 0.6 | -5 | -1.1 | 0.6
COc1ccc(C(=O)NCC(=O)N2CCCC(C)C2)cc1OC (configuration not stated) | -1.0 | 0 | -0.9 | -3 | -1.2 | 0.6 | 3 | -0.9 | 0 | -0.9 | -0.2
O=C(CCc1ccccc1)Nc1ccccc1C(=O)NCc1ccco1 | 0.3 | 0 | 0.5 | 2 | 1.4 | 0.0 | -2 | -1.1 | 1 | 0.1 | -2.0
CCNC(=O)CSc1nc2ccccc2c(=O)n1CCCOC(C)C | -0.2 | -2 | 2.5 | -4 | -2.1 | 0.8 | 3 | -1.8 | -3 | -1.5 | -2.6
CCOc1ccc(N2CC(O)=C(c3ccccc3)C2=N)cc1 | 0.6 | -1 | 0.8 | 3 | -2.1 | -0.4 | 0 | -2.6 | -1 | -1.1 | 0.3
C=C(C)c1cccc(C(C)(C)NC(=O)N2CCN(c3ccccn3)CC2)c1 | 0.6 | -4 | -0.6 | 2 | -2.9 | -0.5 | 2 | -0.8 | -20 | -1.8 | -0.1
CCOc1ccc(Nc2nc(-c3sc(N)nc3C)cs2)cc1 | 0.5 | -3 | -0.6 | 1 | 1.6 | 2.3 | -1 | -2.0 | 9 | -0.3 | 3.0
O=C(CSc1nc(=O)n(CCCN2CCOCC2)c2c1CCC2)Nc1ccc(F)cc1F | 1.0 | 2 | 1.2 | -3 | -1.4 | -0.9 | 0 | -4.7 | -7 | -0.4 | 0.7
O=C1CCC(C(=O)N2CCC(O)CC2)CN1CCc1ccc(Cl)cc1 (configuration not stated) | 3.2 | -32 | 1.3 | -1 | 1.5 | 0.1 | 3 | 0.3 | 7 | -0.9 | -0.7
COc1ccc2sc(N(CCCN(C)C)C(=O)c3nc4ccccc4s3)nc2c1 | 0.1 | -3 | 3.8 | 0 | 3.4 | 3.5 | -3 | 0.7 | 0 | -0.7 | 2.2

Rows are unselected (roughly 6.8% active in at least one column).
